# Compound activity as filed in PubChem BioAssay.
# FLuc modulator – inhibits or activates purified firefly luciferase, miR-21 counter-screen | P08659 | purified FLuc, Km substrates, luminescence inhibition | Potency, µM (top dose mostly 57.5 µM), without a hit: at the highest dose activity change, negative = inhibition, actives largely listed as inhibitors | actives 6.9% (n = 360,000); active = well fitted inhibition curve with a large enough effect; inconclusive = small, poorly fitted or top-dose-only effect;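 note: plate controls were vehicle for no effect and reference inhibitor for full effect; nearly all actives have a fitted effect of over 55% in size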
# Target sequence (P08659 whole entry, looked up): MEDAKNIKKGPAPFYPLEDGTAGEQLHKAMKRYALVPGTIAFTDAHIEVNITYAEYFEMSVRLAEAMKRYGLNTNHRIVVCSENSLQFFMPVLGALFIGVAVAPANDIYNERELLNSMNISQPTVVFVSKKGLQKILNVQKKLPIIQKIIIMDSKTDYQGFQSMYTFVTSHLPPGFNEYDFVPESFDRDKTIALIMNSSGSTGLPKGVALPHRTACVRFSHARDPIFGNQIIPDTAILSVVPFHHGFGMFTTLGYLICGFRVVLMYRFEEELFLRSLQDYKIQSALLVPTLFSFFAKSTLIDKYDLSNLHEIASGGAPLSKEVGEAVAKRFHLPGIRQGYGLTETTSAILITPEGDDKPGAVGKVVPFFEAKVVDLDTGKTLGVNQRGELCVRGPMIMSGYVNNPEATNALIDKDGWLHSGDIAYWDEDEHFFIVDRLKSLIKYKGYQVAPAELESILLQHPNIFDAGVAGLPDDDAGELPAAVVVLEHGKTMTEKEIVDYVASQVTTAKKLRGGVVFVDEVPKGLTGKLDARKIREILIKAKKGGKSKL
#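 Biochemical qHTS of compounds, final roughly 60 µM downward over six points, against 10 nM purified firefly luciferase using Km concentrations of substrates (10 uM D-luciferin, 10 uM ATP) in Tris acetate pH 7.5 buffer; luminescence output.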
# * hit, by the source's call; ? = inconclusive. Potency is the fitted concentration of half-maximal effect. The list is partial; count on the stated rates, not on these rows.
# A first look:
Molecule | FLuc modulator
Cc1ccc(CNC(=O)CN2C(=O)CSc3ccc(S(=O)(=O)N4CCCC4)cc32)cc1 | -6.5%
CCc1ccc(S(=O)(=O)c2nnn3c2nc(N2CCCC(C)C2)c2cc(Cl)ccc23)cc1 (stereo unspecified) | -7.2%
CC(=O)N1CCCc2ccc(NS(=O)(=O)c3cccc(Cl)c3)cc21 | ?
CCCOc1ccc(OC(=O)c2c(-c3ccccc3Cl)noc2C)cc1 | -5.9%

# The listing, repeating the preview:
Molecule | FLuc modulator
Cc1ccc(CNC(=O)CN2C(=O)CSc3ccc(S(=O)(=O)N4CCCC4)cc32)cc1 | -6.5%
CCc1ccc(S(=O)(=O)c2nnn3c2nc(N2CCCC(C)C2)c2cc(Cl)ccc23)cc1 (stereo unspecified) | -7.2%
CC(=O)N1CCCc2ccc(NS(=O)(=O)c3cccc(Cl)c3)cc21 | ?
CCCOc1ccc(OC(=O)c2c(-c3ccccc3Cl)noc2C)cc1 | -5.9%
Cc1cccc(OCCCSc2nc(-c3ccc(C(C)(C)C)cc3)nc3cc(=O)[nH]n23)c1C | -18.7%
Cc1ccc(OCC(=O)N(c2ccc(C)cc2)S(=O)(=O)c2ccc(Cl)cc2)cc1 | 4.5%
CCOc1ccccc1NC(=O)CSc1nccn1-c1ccc(Cl)cc1 | -17.0%
COc1cc(NC(=O)CSc2nnc(C)n3c2cc2oc(C)cc23)cc(OC)c1 | -3.2%
CCCCN(C)CCNC(=O)c1c(C)oc2ncnc(N3CCOCC3)c12 | -0.9%
COC(=O)CN1C(C(=O)c2ccccc2)=C(OC(=O)c2ccccc2)c2ccccc2S1(=O)=O | -3.9%
CC(C)CCNC(=O)c1ccc2c(c1)NC(=O)C(CS(=O)(=O)Cc1cccc(Br)c1)N2 (stereo unspecified) | -6.5%
Cc1ccc(C)c(NC(=O)C(Cc2ccccc2)N2Cc3ccccc3C2=O)c1 (stereo unspecified) | -14.1%
Cc1ccc(C)c(N2CCN(C(=O)c3cc(S(=O)(=O)N4CCCC4)c[nH]3)CC2)c1 | -1.9%
Cc1cccc(CNC(=O)C2CCCN(S(=O)(=O)c3cn(C)cn3)C2)c1 (stereo unspecified) | -3.0%
CCOC(=O)c1ccccc1NC(=O)Cn1ccn2nc(-c3ccc(OCC)cc3)cc2c1=O | -12.1%
COc1ccc(NC(=O)c2ccco2)cc1NC(=O)C(C)(C)Oc1ccc(Cl)cc1 | -17.6%
COc1ccc(NC(=O)Cn2ncc3c4ccccc4n(Cc4ccccc4)c3c2=O)cc1OC | 2.3%
COc1cccc(N2CCN(C(=O)Cn3nc(C)n4c(cc5c(OC)cccc54)c3=O)CC2)c1 | -4.1%
CC(C)S(=O)(=O)c1oc(-c2ccc(F)cc2)nc1S(=O)(=O)c1ccccc1 | 2.8%
CCc1cc(C(=O)NCc2ccc(F)cc2)no1 | -15.1%

# Quoted from above, 3 compounds:
Molecule | FLuc modulator
COc1cccc(N2CCN(C(=O)Cn3nc(C)n4c(cc5c(OC)cccc54)c3=O)CC2)c1 | -4.1%
CC(C)S(=O)(=O)c1oc(-c2ccc(F)cc2)nc1S(=O)(=O)c1ccccc1 | 2.8%
CCc1cc(C(=O)NCc2ccc(F)cc2)no1 | -15.1%

# (list continues)
Molecule | FLuc modulator
O=C(NCc1ccccc1Br)c1ccc2c(c1)nc1n2CCOC1 | -2.6%
CCOc1cc2sc(N3CCC(C(=O)Nc4ccccc4Cl)CC3)nc2cc1Br | -0.2%
CC1CCN(S(=O)(=O)c2nnc(NC(=O)c3cccc(Br)c3)s2)CC1 | -2.0%
CC(=O)Nc1nonc1-c1nnc(SCC(=O)Nc2cc(Cl)ccc2C)n1C | -1.0%
COc1ccccc1NC(=O)c1cc(C2CC2)nc2c1c(C)nn2-c1ccc(C)cc1 | 2.9%
Cc1ccc2c(c1)C(c1ccc(F)cc1)N(C(=O)C(C)C)CC(=O)N2 (stereo unspecified) | 3.0%
O=C(CCCn1c(=O)c2cccn2c2ccccc21)NCc1ccccc1Br | -0.1%
CCc1ccc(CN(Cc2ccco2)C(=O)COc2ccc(Cl)c(C)c2)cc1 | ?
O=c1cc(-c2ccccc2)nc(SCc2nc(-c3cccc(C(F)(F)F)c3)no2)[nH]1 | -15.3%
Cc1ccc(NC(=O)C(=O)NCC(c2ccc3c(c2)OCO3)N2CCOCC2)c(C)c1 (stereo unspecified) | -1.7%
COc1cc(C(=O)Nc2ccc(NC(=O)c3ccc(Br)cc3)cc2)cc(OC)c1OC | 1.1%
COc1ccc(-c2nc(CSc3nc4ncccc4[nH]3)c(C)o2)cc1OC | -11.5%
COc1ccc(CCNc2ncnc3onc(C)c23)c(OC)c1 | 0.3%
Cc1ccc(C(=O)NCc2ccc3c(c2)CCN3C(=O)c2ccc(C)cc2)cc1 | ?
CC1CCN(C(=O)CN2c3ccc(Br)cc3-c3ccccc3S2(=O)=O)CC1 | ?
Cc1ccc(Nc2c(-c3ccccc3O)nc3ccc(Br)cn23)cc1 | -7.1%
COc1cccc(NC(=O)c2cnc(SCC(=O)N3CCOCC3)n(C)c2=O)c1 | -0.8%
COc1cc(Cl)c(C)cc1NC(=O)c1nn(C)c2c1CSc1ccccc1-2 | 2.9%
Cc1ccc(CNC(=O)Cc2c(C(=O)O)c(C)cn2C)cc1 | -0.8%
CCOc1cc(Cn2c(-c3ccc(O)c(OCC)c3)nc3ccccc32)ccc1O | ?

# Some of the entries so far, as labelled records:
SMILES: COc1cc(Cl)c(C)cc1NC(=O)c1nn(C)c2c1CSc1ccccc1-2
  FLuc modulator = 2.9%
SMILES: Cc1ccc(CNC(=O)Cc2c(C(=O)O)c(C)cn2C)cc1
  FLuc modulator = -0.8%

# Next part:
Molecule | FLuc modulator
Cc1ccc(CN2C(=O)c3ccccc3Sc3ccc(C(=O)NCc4ccco4)cc32)cc1 | -8.7%
CCOC(=O)c1c(-c2ccccc2)oc2ccc(NS(=O)(=O)c3ccc(C(C)C)cc3)cc12 | 0.4%
CCOc1ccc(/C=C/c2nc(C#N)c(NCc3ccccc3)o2)cc1 | -6.3%
Cc1nc2ccn(Cc3cccnc3)c(=O)c2cc1C(=O)Nc1ccc(OC(F)(F)F)cc1 | 1.1%
COC(=O)c1cc2sccc2n1Cc1ccc(F)cc1 | -1.0%
CCc1nn2c(=O)cc(COC(=O)c3ccc(NC(=O)c4cccs4)cc3)nc2s1 | -0.7%
CCCOc1ccc(Oc2nc(NCC(C)C)nc(N(C)C)n2)nn1 | 5.2%
COc1cccc([C@H]2Nc3ccc(S(=O)(=O)Nc4cc(C)ccc4C)cc3[C@H]3C=CC[C@H]32)c1 | -14.4%
CCCNC(=O)C(C)n1nc(C)c2c(C)n(-c3ccccc3)nc2c1=O (stereo unspecified) | 5.3%
COc1ccc(NC(=O)CSc2nc3c(c(=O)[nH]2)CN(Cc2ccccc2)CC3)cc1Cl | -3.3%
Cc1cccc(NC(=O)CS(=O)(=O)c2nc(-c3ccccc3)cn2-c2cccc(Cl)c2)c1C | 4.1%
Cc1ccc(-c2nc(CNC(=O)Nc3ccccc3)c(C)o2)cc1 | -4.6%
CCOCCc1nn2c(=O)cc(COC(=O)c3ccc(NC(=O)c4cccs4)cc3)nc2s1 | 1.6%
Cc1ccc(-c2nc(CS(=O)(=O)CC(=O)NCc3ccccc3Cl)c(C)o2)cc1 | 2.4%
COc1ccc(OCc2ccc(-c3nc(C#N)c(N4CCN(C)CC4)o3)o2)cc1 | -9.0%
Cc1ccc(CN(C(=O)COc2ccc(C(C)C)cc2)C2CCS(=O)(=O)C2)o1 (stereo unspecified) | -6.7%
CC(=O)c1cccc(NS(=O)(=O)c2ccc3[nH]c4c(c3c2)CCCCCC4)c1 | -15.8%
Cc1cn2c(=O)c(S(=O)(=O)NCCc3ccc(Cl)cc3)c(C)nc2s1 | 1.2%
Cc1ccc2nc(NC(=O)c3cc(=O)c4cc(Cl)ccc4o3)sc2c1 | ?
CNC(=O)c1cccc(-n2c(C)nc3cccnc32)c1C | -0.3%
O=C(CCc1nc2cccnc2n1Cc1ccccc1)NCc1cccc(Cl)c1 | -10.9%
CCN1C(C(=O)c2ccccc2)=C(OC(=O)COc2ccccc2)c2ccccc2S1(=O)=O | -13.3%
CCCN(C(=O)CCc1nc(-c2ccccc2F)no1)c1ccc(CC)cc1 | -0.9%
Cc1ccc(Cl)cc1N1CCN(C(=O)C2CCN(S(=O)(=O)c3cn(C)cn3)CC2)CC1 | -3.3%
CCC(=O)N1CCc2cc(S(=O)(=O)NC(CC(C)C)C(=O)NCc3ccc(F)cc3)ccc21 (stereo unspecified) | -6.7%
COc1ccc(C)cc1NC(=O)c1nnn(CC(=O)Nc2c(C)cccc2C)c1N | -2.0%
Cc1c(-c2ccccc2)nc2c(Cl)cccc2c1C(=O)OCC(=O)c1ccc(F)cc1 | -2.5%
COc1ccc(Cl)cc1NC(=O)Cn1nnc2sc(-c3ccccc3)cc2c1=O | -19.5%
CCOc1ccccc1N1CC(c2nc3ccccc3n2CCCOc2ccccc2OC)CC1=O (stereo unspecified) | 16.9µM*
COC(=O)CSCc1nc(-c2ccc(C(=O)OC)cc2)oc1C | -21.8%
Cc1ccc(C)c(NC(=O)CCc2nc3cccnc3n2Cc2cccs2)c1 | -7.0%
Clc1ccccc1N1CCN(Cc2nnc(-c3ccccc3)o2)CC1 | -7.7%
CC(C)c1cc(C(=O)NCc2ccccc2)no1 | ?
Cc1c(Cl)cccc1-n1c(CCC(=O)O)ccc1-c1cccs1 | ?
COc1ccc(Cl)cc1S(=O)(=O)Nc1cccc(-c2ccc(N3CCOCC3)nn2)c1 | 19µM*
CCOc1ccc(CCNC(=O)c2cc(C)nc3c2c(C)nn3-c2cccc(F)c2)cc1 | -1.2%
CCC1CN(S(=O)(=O)c2cc(-c3onc(C)c3C)ccc2C)c2cc(Cl)ccc2O1 (stereo unspecified) | -2.3%
COc1ccc(-c2noc(CC(=O)N(C)c3ccccc3F)n2)cc1 | 2.8%
COc1ccc(CNC(=O)CCC2N=C3c4ccccc4N=C(SCc4ccc(F)cc4)N3C2=O)cc1 (stereo unspecified) | -7.7%
Cc1ccc2c(c1)-c1c(c(C(=O)N3CCN(c4cc(C)ccc4C)CC3)nn1C)CS2 | -0.8%
COc1ccc(N2CCN(C(=O)c3ccc(C)c(NC(=O)c4nsc5ccccc45)c3)CC2)cc1 | ?
Cc1cc(=O)c2cc(C(=O)Nc3ccc(F)cc3)ccc2[nH]1 | -2.3%
Cc1ccc(-c2nc(SCC(=O)NCc3ccco3)c3c(=O)n(C)c(=O)n(C)c3n2)cc1 | -1.7%
CC(=O)N1c2ccc(S(=O)(=O)NCCC(=O)Nc3ccc(C)cc3Br)cc2CC1C (stereo unspecified) | 2.3%
COCCNS(=O)(=O)c1cc(-c2nn3c(C)nnc3c3ccccc23)ccc1C | -2.6%
Cc1ccc2c(c1)N(C(=O)CCC(=O)NCc1cccc(F)c1)CC(C)O2 (stereo unspecified) | -6.7%
Cc1ccc2c(CC(=O)Nc3cccc(C(F)(F)F)c3)coc2c1 | -14.5%
C#CCOc1ccc(-c2nnc(Nc3ccc(NC(C)=O)cc3)c3ccccc23)cc1 | -15.8%
Cc1ccccc1C(=O)Nc1ccccc1C(=O)OCc1cc(=O)n2nc(C3CC3)sc2n1 | -4.3%
COc1ccc(OC)c(NC(=O)CC2C(=O)NCCN2C(=O)C(F)(F)F)c1 (stereo unspecified) | -2.7%
O=C(Cc1ccccc1)Nc1sc2c(c1C(=O)Nc1ccccc1Cl)CCCC2 | -16.7%
CSc1cccc(NC(=O)CN2C(=O)COc3ccc(Cl)cc32)c1 | -4.0%
CCOc1ccc(CNC(=O)C2=Cc3cc(Br)ccc3OC2)cc1OC | -8.3%
O=C(NCc1ccc(F)cc1)c1cc(Sc2ccc(F)cc2F)nc2ccccc12 | 4.8%
COc1cccc2c1cc1c(=O)n(CC(=O)N3CCN(c4cccc(Cl)c4)CC3)nc(C)n12 | 2.9%
CS(=O)(=O)N1CCC(n2c(C(F)(F)F)nc3cccnc32)CC1 | 2.8%
N#Cc1ccccc1NC(=O)C(=O)NCCc1csc2nc(-c3cccc(F)c3)nn12 | -6.2%
CC(=O)NCCNc1nc2c(S(=O)(=O)c3ccc(C)c(C)c3)nnn2c2ccc(Cl)cc12 | -0.3%
CCOC(=O)c1ccc(NC(=O)CCc2c(C)nc3c(c(C)nn3-c3ccccc3)c2C)cc1 | -1.0%
Cc1oc(-c2ccccc2F)nc1Cn1c(SCc2cccc(Cl)c2)nc2ccncc21 | ?

# (more compounds)
Molecule | FLuc modulator
COCCNC(=O)c1ccc(-n2c(-c3ccccc3)cc3c2CCC(C)C3)cc1 (stereo unspecified) | -3.8%
CC(C)(C)OC(=O)N1CCC(c2c(C(=O)N3CCC(c4ccccc4)C3)cnn2-c2ccc(Cl)cc2)CC1 (stereo unspecified) | 4.7%
CCCCn1c(NCc2cc(Br)ccc2O)nc2ccccc21 | -15.0%
Cc1c(C(=O)N2CCCC2)oc2c1-c1nn(CC(=O)NCc3cccc(Br)c3)cc1CC2 | -17.9%
Cc1ccc(-c2nnc(Nc3ccc(O)cc3)c3ccccc23)cc1S(=O)(=O)N1CCCCC1 | -10.8%
O=C(C1CCN(c2ncnc3c2nc2n3CCCCC2)CC1)N1CCN(c2ccccc2)CC1 | -3.3%
CCOC(=O)c1cnc2c(ccc3ccccc32)c1Nc1ccc(OCC)cc1 | -7.3%
CCOc1ccc(C(c2c(O)cc(C)n(CCOC)c2=O)N2CCN(c3ccccc3)CC2)cc1 (stereo unspecified) | -16.7%
O=C(Nc1cc(C(F)(F)F)ccc1Cl)c1ccc2c(c1)CCN2S(=O)(=O)c1ccccc1 | -0.6%
Cc1cccc(C)c1NC(=O)CCC(=O)N1Cc2ccccc2Oc2ncccc21 | -7.6%
COc1ccc2c(c1)CCc1c(C(=O)Nc3ccc(C#N)cc3)noc1-2 | -2.2%
